Pf growth 96h = inhibits malaria parasite growth, 96 h; P. falciparum luciferase reporter growth, 96 h; 6.9% of 320,000 active; AID 504834; Potency, µM (doses to about 28.7 µM), inactives show at the top dose activity change, negative = inhibition, actives largely listed as inhibitors; note: potency is the fitted concentration of half-maximal effect; % is set by controls: 0 for no effect and ±100 for the full control effect
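Luminescence readout: decreased luciferase signal marks inhibited growth of reporter-expressing P. falciparum in infected red cells (2% hematocrit, 0.05% parasitemia final), exposed to compound two generations (96 h, 37 C, 5% CO2).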
FBPA Giardia inh = blocks Giardia fructose-bisphosphate aldolase activity | A8B2U2 | Potency, µM (doses to about 59.6 µM), without a hit: top-dose activity, negative = inhibition, hits mostly inhibitors | purified Giardia FBPA | 0.71% of 290,000 active; note: potency is the fitted concentration of half-maximal effect; % is set by controls: 0 for no effect and ±100 for the full control effect; nearly all actives have a fitted effect of over 55% in size
Target sequence (A8B2U2 whole entry, looked up): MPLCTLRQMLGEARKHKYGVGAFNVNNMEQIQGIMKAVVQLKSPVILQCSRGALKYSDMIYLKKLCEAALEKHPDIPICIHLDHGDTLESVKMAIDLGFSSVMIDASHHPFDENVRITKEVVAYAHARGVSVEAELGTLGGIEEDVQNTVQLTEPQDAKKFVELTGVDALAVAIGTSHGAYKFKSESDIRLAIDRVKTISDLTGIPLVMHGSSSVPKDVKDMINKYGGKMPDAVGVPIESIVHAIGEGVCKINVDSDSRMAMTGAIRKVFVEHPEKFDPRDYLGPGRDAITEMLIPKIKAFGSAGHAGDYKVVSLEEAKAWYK
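Giardia FBPA (40 nM reagent) was preincubated 10 min at RT with compound (up to 57.5 uM final), then substrate plus GAPDH/TPI/NAD/arsenate coupling system with diaphorase/resazurin was added; resorufin fluorescence (525/598 nm) was read after 20 min.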
Shiga inhibitor = blocks Shiga toxin action in Vero cells. Vero cells, Shiga toxin protein synthesis inhibition reporter. inhibition, % at 38.7 µM. 9.2% of 290,000 active. AID 2315; in the data active = inhibition mostly above about 28%, no sharp cut-off; inactive = mostly below about 43%; note: 0% is about no effect
HCV inh = inhibitors of hepatitis C virus infection; Huh7.5.1 HCVcc-Cre infection, luciferase reporter, 44 h; Potency, µM (top dose mostly 41.8 µM), inactives show at the top dose activity change, negative = inhibition, actives largely listed as inhibitors; 3.4% of 340,000 active; note: potency is the fitted concentration of half-maximal effect; % is set by controls: 0 for no effect and ±100 for the full control effect
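Seed cells (1,000/well) for 4 h; treat with compound and infect with HCVcc-Cre, moi about 0.5. Incubate 44 h, then detect luciferase activity.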
Pf growth 48h = inhibits P. falciparum growth in the first generation, 48 h | P. falciparum luciferase growth in erythrocytes, 48 h | Potency, µM (doses to about 28.7 µM), inactives show at the highest dose activity change, negative = inhibition, usual class: inhibitors | 5.9% of 310,000 active; note: potency is the fitted concentration of half-maximal effect; % is set by controls: 0 for no effect and ±100 for the full control effect
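Luminescence readout; reporter = integrated firefly luciferase in P. falciparum. RBC culture at 2% hematocrit, 0.1% parasitemia final, 37 C/5% CO2; decreased signal taken as growth inhibition.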
Cycloheximide cs = affects cycloheximide protein synthesis inhibition readout, counter-screen; cell reporter, cycloheximide protein synthesis inhibition counterscreen; max response, %; 12% of 300,000 active; AID 2314; in the data active = max response mostly above about 13%, no sharp cut-off; inactive = mostly below about 14%; note: read at 38.3 µM for the half of the compounds with a filed dose; 0% is about no effect
* marks the source's active call; other numbers are inactive results; ? = inconclusive; · = not tested or not shown; & = joins results of further samples; [ ] = remark or other dose. Unless noted, calls come from the whole dose curve; as a rule, active = well fitted curve in the direction sought with a large enough effect; inconclusive = small, poorly fitted or top-dose-only effect, or another doubt; inactive = no such curve, though single readings can be large; an effect the other way counts as inactive or inconclusive.

SMILES	Pf growth 96h	FBPA Giardia inh	Shiga inhibitor	HCV inh	Pf growth 48h	Cycloheximide cs
CC1Cc2cc(S(=O)(=O)N3CCCCC3)ccc2N1C(=O)C1CCC1 (configuration not stated)	?	-2%	4	-16%	?	5
O=C(COC(=O)Cc1ccsc1)Nc1ccc(Br)cc1	0%	·	·	8%	2%	·
C=CCN1C(=O)N/C(=C/c2ccccc2OCC(=O)Nc2ccc(F)cc2)C1=O	?	2%	-14	-12%	?	-4
Cc1cc(C)n(/C(=C\N(C)C)C(=O)c2ccc(Cl)cc2)n1	16%	0%	-9	13%	?	-2
CC(O)CC(C(=O)NNc1ccccc1)C(=O)NNc1ccccc1 (configuration not stated)	19%[5.75 µM]	2%	-2	1%	6%[5.75 µM]	-2
O=C(CSc1nc2ccccc2s1)NNC(=O)Nc1ccc(Cl)c(Cl)c1	18%	-1%	-2	13%	10%	3
COc1cccc(C2(O)CCN(C(=O)C3CC3)CC2)c1	56%[activator]	1%	16	34%[activator]	40%	-2
C=CCNc1nc(C(=O)OCC(=O)Nc2cccc(SC)c2)cs1	35%[activator]	·	·	-21%	22%	·
COc1ccc(C(=O)Oc2cccc3cccnc23)cc1S(=O)(=O)N1CCOCC1	-17%	-23%	-18	2%	?	9
O=C(c1ccc2c3n(nc2c1)-c1ccccc1CO3)N1CCOCC1	119%[activator]	0%	58*	-7%	248%[activator]	31*
CN(C)c1ccc([P+](=O)c2ccc(N(C)C)cc2)cc1	?	3%	15	-3%	17%	26
COc1cccc(C2C(C(=O)c3cccs3)=C(O)C(=O)N2CCN2CCOCC2)c1OC (configuration not stated)	?	-11%	-2	18%	-8%	-3
CCOc1ccc(N(CC(=O)N2CCN(c3ccccc3OC)CC2)S(=O)(=O)c2ccc(F)cc2)cc1	0.93µM*	·	2	-3%	?	2
COC(=O)c1ccc(C2/C(=C(/O)c3ccc(Cl)cc3)C(=O)C(=O)N2C2CCS(=O)(=O)C2)cc1 (configuration not stated)	38%[activator]	-8%	-6	11%	0%	2
CCOc1ccc(NS(=O)(=O)c2ccc(C(=O)NCC(c3ccc(OC)cc3)N3CCOCC3)cc2)cc1 (configuration not stated)	?	·	·	?	-26%	·

One compound at a time, as listed above. Values in the order: Pf growth 96h	FBPA Giardia inh	Shiga inhibitor	HCV inh	Pf growth 48h	Cycloheximide cs
Profile of `C=CCNc1nc(C(=O)OCC(=O)Nc2cccc(SC)c2)cs1` : 35%[activator]	·	·	-21%	22%	·
Profile of `CCOc1ccc(N(CC(=O)N2CCN(c3ccccc3OC)CC2)S(=O)(=O)c2ccc(F)cc2)cc1` : 0.93µM*	·	2	-3%	?	2
Profile of `COc1cccc(C2(O)CCN(C(=O)C3CC3)CC2)c1` : 56%[activator]	1%	16	34%[activator]	40%	-2

More compounds:
SMILES	Pf growth 96h	FBPA Giardia inh	Shiga inhibitor	HCV inh	Pf growth 48h	Cycloheximide cs
Cn1cnnc1SCC(=O)NNC(=O)COc1ccc(Br)cc1	-8%	-1%	1	-5%	-3%	-2
Cc1cc(O)c(C(C)C)cc1Cl	15µM*	-6%&4%	-12&-4	·	?	-7&-7
CCOC(=O)c1c(CC(C)C)csc1N	11%	-12%	-4	3%	-3%	-2
O=C(CN1CCN(S(=O)(=O)c2ccc(F)cc2)CC1)Nc1ccc(Cl)c(C(F)(F)F)c1	·	·	-9	?	?	1
S=c1[nH]c2ccccc2[nH]1	-3%	-12%	15	5%	5%	-4
O=C(O)c1cccc(N/N=C/c2ccc(OC(F)(F)F)cc2)c1	?	9%	138*	15%	336%[activator]	77*
CC(=O)c1ccc(NC(=S)NC(=O)/C=C/c2ccco2)cc1	-25%	-27%	·	0%	63%[activator]	27*
CC(=O)c1c(C)[nH]c(C(=O)Nc2cccc(C)n2)c1C	249%[activator]	·	59*	-19%	128%[activator]	30*
CCCOc1ccc(/C=C2/C(=O)ON=C2C)cc1Cl	17%	5%	8	18%	-9%	1
CC(c1ccon1)N(C)Cc1cn(Cc2ccccc2)nc1-c1ccc2c(c1)OCO2 (configuration not stated)	?	-24%	-2	-4%	?	-1
COc1ccc(CN(C(=O)c2cc3ccccc3oc2=O)C2CCCCC2)cc1OC	?	3%	65*	20%	?	48*
COc1ccc2[nH]c3c(=O)n4c(nc3c2c1)SCCC4	19%	-3%	29	-11%	27%	25*
Nc1[nH][nH]c(=O)c1N=Nc1cccc(Cl)c1	44%[activator]	-6%	-1	-22%	43%[activator]	13
COc1cc(C(=S)N2CCOCC2)cc(OC)c1OS(=O)(=O)c1ccc(NC(C)=O)cc1	13µM*	12%	-16	-20%	0%	-4
COc1cc(/C=C2\C(=O)N(c3ccc(S(N)(=O)=O)cc3)N=C2C)ccc1OC(=O)c1ccco1	-8%	-12%	30	20%	-12%	-5

Overlap with the part before: 3 entries, followed by the next part.
SMILES	Pf growth 96h	FBPA Giardia inh	Shiga inhibitor	HCV inh	Pf growth 48h	Cycloheximide cs
Nc1[nH][nH]c(=O)c1N=Nc1cccc(Cl)c1	44%[activator]	-6%	-1	-22%	43%[activator]	13
COc1cc(C(=S)N2CCOCC2)cc(OC)c1OS(=O)(=O)c1ccc(NC(C)=O)cc1	13µM*	12%	-16	-20%	0%	-4
COc1cc(/C=C2\C(=O)N(c3ccc(S(N)(=O)=O)cc3)N=C2C)ccc1OC(=O)c1ccco1	-8%	-12%	30	20%	-12%	-5
CC(C)(C)C(=O)CSc1ccc(S(=O)(=O)N2CCN(Cc3ccccc3)CC2)cn1	?	·	·	-10%	?	·
Cc1nn(C)c(Cl)c1CN1CCN(CC(C)C)C(CCO)C1 (configuration not stated)	0%	1%	-5	-2%	1%	-1
Cc1cc(NC(=O)CSc2nnnn2-c2ccc(C(C)C)cc2)no1	?	-23%	2	2%	19%	-5
CCCOc1ccc(C(=O)NCC(c2ccco2)N(C)C)cc1OC (configuration not stated)	?	4%	-6	?	-22%	-5
OC1(CC#CCN2CCCCC2)c2ccccc2-c2ccccc21	?	1%	8	4%	?	-1
CCOC(=O)C1(Cc2cccc(Cl)c2)CCCN(C(=O)CCC(=O)N(C)C)C1 (configuration not stated)	?	-3%	1	5%	5%	-2
CCOc1cc(C(N)=O)cc(Br)c1OC	-8%	-3%	-7	-5%	3%	-2
O=C(NC(Cc1ccccc1)C(=O)O)/C(=C\c1ccc(Cl)cc1)NC(=O)c1ccco1 (configuration not stated)	7%	-12%	-6	4%	2%	-3
N#C/C(=C\c1ccc(-c2ccccc2)o1)C(=O)Nn1cnnc1	-45%	?	-10	15%	8%	-4
Cc1ccc(C2(C)NC(=O)N(CC(=O)Nc3nc(-c4ccccn4)cs3)C2=O)cc1 (configuration not stated)	3.3µM*	·	·	6.3µM*	2.3µM*	·
COc1ccccc1-n1cnnc1SC(C)C(=O)NCC1CCCO1 (configuration not stated)	1%	·	·	14%	5%	·
CCc1ccc(OCC(=O)NNC(=O)c2c(CC)noc2C)cc1	35%[activator]	·	·	-22%	-22%	·
Cc1cc(=O)c(C(=O)O)nn1-c1ccccc1Cl	39%[activator]	3%	-4	42%[activator]	7%	-3
Cc1cccc(NC(=S)Nc2cccc3ccccc23)c1	?	-17%	95*	?	10µM*	32*
COCCCN1C(=O)C(=O)/C(=C(/O)c2ccc(S(=O)(=O)N3CCOCC3)cc2)C1c1cccc(Cl)c1 (configuration not stated)	-2%	·	-6	22%	9%	-3
Cc1ccc(NC(=O)CN2C(=O)COc3ccc(C)cc32)nc1	·	0%	39	·	15%	-1
COc1ccc(N2CCN(C(=O)CNC(=O)c3ccco3)CC2)cc1	?	·	-5	·	2%	-3
O=C1N=c2ccccc2=C1c1sc(=S)n(Cc2ccccc2Cl)c1O	32%[activator]	1%	-8	10%	-1%	-2
CCC(C)[C@@H](CN(N=O)[C@@H](Cc1ccccc1)CN(C)N=O)N(CCc1ccccc1)N=O (some centres not stated)	?	-13%	-3	-27%	?	-2
CCC(c1ccccc1)c1nc(-c2cccnc2)no1 (configuration not stated)	0%	2%	-8	23%	-26%	0
COc1ccc2c(c1OC)C(=O)N1c3ccccc3COC21 (configuration not stated)	26%	-9%	80*	0%	139%[activator]	41*
COc1ccc(-c2ocnc2C(=O)N2CCN(C(c3ccccc3)c3ccccc3)CC2)cc1	-3%	-3%	8	?	8.3µM*	-3
CSc1nc(-c2ccccc2)nc(NC(=O)C(C)C)c1C(C)=O	-19%	4%	41	-17%	40%[activator]	-8
Cc1cccc(OCC(=O)OCC(=O)c2c(N)n(C)c(=O)n(C)c2=O)c1	72%[activator]	1%	-20	11%	34%[activator]	-2
O=C(Nc1ccc([N+](=O)[O-])cn1)c1cc(-c2cccc(Br)c2)nc2ccccc12	-2%	-3%	-10	-4%	3.7µM*	-5
Cc1sc2ncn(CC(=O)NCCN3CCOCC3)c(=O)c2c1S(=O)(=O)N1CCC(C)CC1	-10%	3%	-3	13%	·	-3
NC(=O)COC(=O)c1ccc2noc(-c3ccccc3)c2c1	78%[activator]	-6%	81*	1%	·	57*
CCCCc1ccc(-c2csc(/C(C#N)=C/c3ccco3)n2)cc1	34%[activator]	-1%	8	7%	-16%	-2
COC(=O)c1c(C(=O)OC)c(-c2ccc(Cl)c(Cl)c2)n2c1CCC2	?	4%	-15	?	-17%	-3
O=S(=O)(NCCS(=O)(=O)N1CCN(c2ccccc2)CC1)c1ccc(F)cc1	0%	·	·	-12%	-19%	·
O=C(OCC(=O)N1CCN(c2ccccc2)CC1)c1ccc(Cl)cc1[N+](=O)[O-]	10%	·	·	-10%	5%	·
CCOC(=O)c1c(C)n(C)c2cc(Br)c(O)c(O)c12	?	-16%	26	-27%	-15%	8
C=CCn1c(=O)/c(=C2/Sc3cc(OC)ccc3N2C)s/c1=C1\C(=O)N(CC)C(=S)N1C	29%	0%	53*	·	-6%	21*
CCOC(=O)c1c(CSc2ccccc2)oc2cc(Br)c(O)c(CN(C)C)c12	?	-19%	-13	?	2.6µM*	-3
CCOC(=O)C1=CN(Cc2ccc(OC)cc2)C=C(C(=O)OCC)C1c1cccs1	29%	-9%	-9	-18%	?	-3
CCC(=O)Nc1nc(C)c(-c2csc(Nc3ccc(C(=O)O)cc3)n2)s1	-47%	?	5	20%	0%	-1
COc1ccc([N+](=O)[O-])cc1-n1cnnn1	1.5µM*	5%	-4	5%	12%	1
CCOC(CNC(=O)c1ccc2c(c1)ncn2-c1ccc(F)c(F)c1)OCC	0%	4%	-3	5%	-23%	11
COCCCNC(=S)NNC(=O)c1ccc(S(=O)(=O)N2CCC(C)CC2)cc1	23%	6%	-6	7%	-16%	-3
CCN(CC)CCc1c(C)[nH]c(C(=O)OCc2ccccc2)c1C	·	7%	-24	?	·	-2
CCOc1ccc2cc(C3CC(c4ccco4)=NN3S(C)(=O)=O)c(=O)[nH]c2c1 (configuration not stated)	-13%	-12%	21	8%	-7%	9
O=C(c1cccs1)N1CCCC(c2nc3c(nnn3Cc3cccc(Cl)c3)c(=O)[nH]2)C1 (configuration not stated)	9%	11%	4	23%	?	-4
O=C(/C=C/c1ccc(Br)o1)Nc1nccs1	181%[activator]	0%	95*	-13%	204%[activator]	39*
O=C(C1CC(=O)N(C2CCCC2)C1)N1CCC2(CC1)OCCO2 (configuration not stated)	5%	·	11	21%	-13%	-1
C/C(CC(=O)Nc1ccc(F)cc1F)=N\NC(=O)C(=O)N1CCCCC1	?	-2%	65*	·	26%	40*
COc1cc(C2NC(=O)c3ccccc3O2)cc(OC)c1OC (configuration not stated)	?	-1%	14	-8%	·	5
O=C(NCc1ccco1)C1CCCN1S(=O)(=O)c1ccc2ccccc2c1 (configuration not stated)	?	3%	-6	14%	·	-3
COc1ccc(CNc2ncnc3sccc23)cc1OC	-13%	11%	30	6.3µM*	-20%	-4
CCOc1ccc(CCNC(=O)C2CC=CCC2C(=O)OC(C)C)cc1OCC (configuration not stated)	?	9%	-4	-7%	-6%	16
CCN(C(=O)COC(=O)Cc1ccc(F)cc1)c1c(N)n(Cc2ccccc2)c(=O)[nH]c1=O	24%	·	·	?	6%	·

This is a random part of the collection; 24% or so of the library scored in one or more.
